Screening results: PubChem BioAssay, several laboratories
MBD2 inh: inhibitors of MBD2 binding to methylated DNA, primary screen, biochemical, TR-FRET, DNA-binding domain, human. Methyl-CpG-binding domain protein 2 (Homo sapiens), Q9UBB5. MBD2 binding to methylated oligonucleotide. inhibition, % at 4.4 µM. 370,000 tested, 0.31% active; in the data active = inhibition above about 13%
LEDGF integ inh: blockers of LEDGF/p75-dependent integrase strand transfer – biochemical, TR-FRET, high throughput, primary screen; HIV-1 integrase (with human LEDGF/p75); TR-FRET IN-LEDGF/p75 DNA integration, Eu/Cy5; inhibition, % at 3.7 µM; 370,000 tested, 0.64% active;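 active = inhibition above the screen-wide mean plus 3 SD, cut at about 13% in these data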;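 note: signal is the Cy5 over europium emission ratio at 671 and 618 nm; 0% = plate median of compound wells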
rCAG RNA binder: binders of r(CAG) RNA repeats, primary screen, biochemical, fluorescence; AID 651821, 2012; 370,000 tested, 1.3% active; inhibition, % at 3 µM; r(CAG) RNA repeat, TO-PRO-1 dye displacement fluorescence;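 active = inhibition above the plate cutoff, the mean of all test compounds on that plate plus 3 SD, cut at about 35% in these data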;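 note: 0% = DMSO alone and 100% = 100 µM mitoxantrone as full dye displacement; higher means more dye released from RNA so lower well fluorescence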
PRMT1 inh: PRMT1 methyltransferase inhibitors, primary screen, biochemical, fluorescence polarization; Protein arginine N-methyltransferase 1 (Homo sapiens), Q99873; recombinant PRMT1, activity-based probe fluorescence polarization; inhibition, % at 2.79 µM; 370,000 tested, 1.3% active; AID 652257, 2013;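 active = inhibition above about 21% made by adding two undisclosed values, limit read from the data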
TCR-CD3 inh: inhibitors of human TCR-CD3 interaction, primary screen, biochemical, fluorescence, TAMRA-labeled TCR probe. 360,000 tested, 0.37% active. AID 651800, 2012. inhibition, % at 9.4 µM. T-cell receptor (TCR); in the data active = inhibition above about 19%;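 note: recombinant mutant TCR 2C K166C tagged with TAMRA read by polarization; 0% = receptor in buffer alone and 100% = receptor with positive control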
GC-B act: human GC-B receptor activators, primary screen, HEK293 GC-B cells, cGMP TR-FRET, EC30 CNP; Atrial natriuretic peptide receptor 2 (Homo sapiens), P20594; 0% at EC30 CNP, 100% saturating CNP; activation, % at 10 µM; 370,000 tested, 0.11% active; AID 1920062, 2024;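 active = activation at 10 µM reaching about 35% in either raw or pattern-adjusted values, limit read from the data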
TDP2 inh: human TDP2 enzyme inhibitors, primary screen, biochemical, epi absorbance, recombinant enzyme; T5PNP hydrolysis, p-nitrophenol absorbance 415 nm; Tyrosyl-DNA phosphodiesterase 2 (Homo sapiens), O95551; 370,000 tested, 0.34% active; inhibition, % at 12.8 µM;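 active = inhibition above the mean of all tested compounds plus 3 SD, set per campaign, cut at about 25% in these data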;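 note: 0% = DMSO with enzyme and 100% = buffer with substrate but no TDP2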
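Assay system: recombinant human TDP2 / Reagent: T5PNP substrate at 5 mM, a TopII-DNA adduct mimic / Measured by: epi absorbance from released p-nitrophenol / Evaluation: % inhibition relative to enzyme-containing and enzyme-free wells / Control set: enzyme-free and DMSO wells / Replicates: each compound tested once, singlicate / Schedule: enzyme reaction with compound for 2 h at 37 °C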
HTRA1 inhibitor: HTRA1 serine protease inhibitors, primary screen, biochemical, fluorescence polarization, HTS | recombinant HTRA1, FP-rhodamine activity-based probe | inhibition, % at 5.96 µM | 340,000 tested, 0.5% active; in the data active = inhibition above about 36%;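 note: 0% = enzyme with DMSO and 100% = wells lacking enzyme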
Target sequence (Q92743 whole entry, looked up): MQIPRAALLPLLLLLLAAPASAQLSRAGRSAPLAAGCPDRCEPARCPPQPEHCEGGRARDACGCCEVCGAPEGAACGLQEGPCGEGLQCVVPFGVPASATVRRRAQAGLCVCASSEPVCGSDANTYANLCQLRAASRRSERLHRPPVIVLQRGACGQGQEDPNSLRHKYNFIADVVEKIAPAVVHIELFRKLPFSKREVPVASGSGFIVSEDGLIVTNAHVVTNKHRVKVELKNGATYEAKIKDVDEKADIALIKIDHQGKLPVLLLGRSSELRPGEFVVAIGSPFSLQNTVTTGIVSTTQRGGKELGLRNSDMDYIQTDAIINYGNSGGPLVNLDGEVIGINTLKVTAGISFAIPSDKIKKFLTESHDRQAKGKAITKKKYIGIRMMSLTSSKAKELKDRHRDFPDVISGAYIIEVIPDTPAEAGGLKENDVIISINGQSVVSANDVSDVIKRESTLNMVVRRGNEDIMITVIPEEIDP
SIAE inh: human SIAE inhibitors, primary screen, biochemical, fluorescence polarization, FP-Rh probe, 1536-well HTS; inhibition, % at 9.66 µM; SIAE FP-Rh probe binding; AID 1053197, 2014; 370,000 tested, 0.69% active; Sialate O-acetylesterase (Homo sapiens), Q9HAT2;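 active = inhibition above a cutoff: mean of compounds within the control limits plus 3 SD of those, cut at about 17% in these data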;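 note: 0% = plate median of compound wells and 100% = probe without SIAE protein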
mABHD4 FP: ABHD4 inhibitors, primary screen, biochemical, fluorescence polarization, mouse; (Lyso)-N-acylphosphatidylethanolamine lipase (Mus musculus), Q8VD66; purified mABHD4, FP-Rh probe fluorescence polarization; inhibition, % at 8.92 µM; 370,000 tested, 0.54% active; AID 720543, 2013;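 active = inhibition exceeding the mean over every tested compound plus 3 SD, cut at about 30% in these data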;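 note: 0% = plate median of compound wells and 100% = S159A mutant with DMSO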
Target sequence (Q8VD66 whole entry, looked up): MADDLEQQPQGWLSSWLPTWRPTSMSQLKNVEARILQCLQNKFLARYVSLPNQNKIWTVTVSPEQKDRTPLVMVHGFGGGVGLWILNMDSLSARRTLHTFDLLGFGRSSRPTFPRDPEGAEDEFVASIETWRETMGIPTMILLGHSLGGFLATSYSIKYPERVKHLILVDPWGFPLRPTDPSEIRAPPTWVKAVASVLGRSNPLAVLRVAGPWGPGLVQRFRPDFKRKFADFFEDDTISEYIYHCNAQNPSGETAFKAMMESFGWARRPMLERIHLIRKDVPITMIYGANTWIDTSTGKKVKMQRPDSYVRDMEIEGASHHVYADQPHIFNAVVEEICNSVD
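Doses – 8.92 µM, single dose · Material – wild-type mouse ABHD4 protein · Replication – single well per compound (singlicate) · Measure – percent inhibition of probe binding, normalized to plate controls · Schedule – 45 min compound pre-incubation plus 60 min probe step, 25 °C · Detection – fluorescence polarization with parallel and perpendicular emission, 525/598 nm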
Numbers without * were called inactive; x = not tested or not shown.

Below each compound – MBD2 inh	LEDGF integ inh	rCAG RNA binder	PRMT1 inh	TCR-CD3 inh	GC-B act	TDP2 inh	HTRA1 inhibitor	SIAE inh	mABHD4 FP
> COc1ccccc1CN1C(=O)CN(C2CCCCCC2)C(=O)C1c1ccc(F)cc1 (stereo not given)
    3	-1	-2	0	-8	-2	14	-17	6	4
> FC(F)(F)c1cc(CCN2CCNC[C@H]2Cc2cccc3ccccc23)cc(C(F)(F)F)c1
    0	-3	4	-2	7	-5	-5	-5	-1	25
> Cc1ccc(-n2nc3cc(C)c(NC(=O)c4cccnc4)cc3n2)cc1
    -1	1	0	-4	1	-4	2	3	1	3
> O=C(CN1CCN(CC(=O)Nc2ccccc2Cl)CC1)Nc1ccc2c(c1)OCCO2
    -8	-2	-9	-2	2	2	6	-2	6	0
> Cc1ccc(C(=O)OCc2nnc(-c3ccccc3)o2)cc1S(=O)(=O)N1CCOCC1
    3	-4	-1	-1	0	5	-7	0	-3	-4
> Cc1ccc2c(c1)CCCN2CC(=O)Nc1cc(S(=O)(=O)N2CCCC2)ccc1Cl
    -9	4	13	-4	1	5	-10	-6	-4	1
> CCC(C(=O)NC1CCCCC1)N(C(=O)c1snc(C(N)=O)c1N)c1ccc(OC)cc1OC (stereo not given)
    3	2	1	-1	-4	-5	-4	-6	0	1
> CCOC(=O)c1c(C)[nH]c(C(=O)CN2C(=O)NC(CC)(c3ccccc3)C2=O)c1C (stereo not given)
    -1	-1	-1	2	7	11	6	-20	-3	-7
> CCc1ccc(NC(=O)CSC2=C(C#N)C(c3ccc4c(c3)OCO4)CC(=O)N2)cc1 (stereo not given)
    1	4	4	-1	-1	2	-9	-2	5	-4
> COc1ccc(C(=O)COC(=O)Cc2n[nH]c(=O)c3ccccc23)c(OC)c1
    7	0	1	5	-5	1	-9	1	-7	-12
> Cc1cccc(C(=O)N[C@H](C(=O)Nc2cccc(S(=O)(=O)N3CCCC3)c2)C(C)C)c1
    2	0	-2	-6	2	1	9	-5	-5	1
> Cc1cc(OCC(=O)NNC(=O)CCc2ccccc2)ccc1Br
    1	4	0	-1	5	12	3	-6	5	6
> CCOC(=O)c1cc(S(=O)(=O)N2CCN(C(=O)OCC)CC2)cn1C
    1	0	3	-1	9	2	-13	0	-5	3
> O=[N+]([O-])c1ccc(-c2csc(Nc3ccccc3)[n+]2Cc2ccccc2)cc1
    -2	-2	6	0	5	4	5	1	4	-1
> O=C(Cc1ccc(F)cc1)Nc1nnc(SCC(=O)NC2CCCC2)s1
    -5	1	1	0	-2	-5	-4	2	-2	-2
> COc1ccc(CN(CCN(C)C)Cc2ccccc2)c(OC)c1
    0	2	-1	-1	1	-20	2	1	5	6
> O=C(CSS(=O)(=O)O)N1CCN(C(=O)c2ccoc2)CC1
    -5	0	-1	45*	3	1	2	5	-1	2
> CC(=O)c1c(C)[nH]c(C(=O)OCC(=O)NCc2ccccc2)c1C
    -4	1	-1	-2	-4	-2	6	-4	2	-4
> Cc1cc(NC(=O)CSc2nnc(C3CC3)n2N)no1
    1	1	2	-3	0	1	-6	-4	1	-6
> CCOc1ccc(N(CC(=O)NCc2ccccc2OC)S(C)(=O)=O)cc1
    -8	-5	-3	-1	0	0	0	4	2	3
> O=C(/C=C/c1ccco1)N1CCN(S(=O)(=O)c2ccc(F)c(F)c2F)CC1
    -2	3	2	6	-7	4	-14	1	-5	-6
> Cc1nn(Cc2ccc(Cl)cc2Cl)c(Cl)c1/C=C/C(=O)OCC(=O)NCC(F)(F)F
    3	-2	2	4	1	0	4	-5	5	-1
> O=C(CN1C2=NCCCN2c2ccccc21)c1ccc2c(c1)OCO2
    5	2	4	-1	-8	3	3	-6	1	-8
> COc1cc(-c2nn3c(-c4cccnc4)nnc3s2)cc(OC)c1OC
    5	0	0	4	4	-6	-2	-3	-5	1
> CCN(CC(=O)Nc1ccc(OC)cc1)C(=O)CSCc1c(C)noc1C
    -4	6	0	1	13	3	3	8	1	-5
> Cc1ccc(S(=O)(=O)N2CCOCC2)cc1C(=O)OCC(=O)N1CCCC1=O
    2	-3	2	-1	1	2	-5	7	0	0
> COC(=O)c1cc(COC(=O)c2cccnc2SC)oc1C
    -5	0	-3	-2	1	-1	-8	-2	-3	-2
> Fc1ccccc1CCNc1c2c(nc3ncnn13)CCCC2
    2	-1	-1	3	-1	6	4	2	-2	3
> Cc1cc(C(=O)COC(=O)CCC(=O)c2ccc3c(c2)OCCO3)c(C)n1Cc1ccco1
    1	1	6	9	6	6	-8	-7	4	-10
> O=C(NCCNCC(O)COc1ccc(O)cc1)N1CCOCC1 (stereo not given)
    2	0	2	0	1	-2	5	5	6	-6
> COc1cc(CNC2CCCCCC2)cc(OC)c1O
    3	1	2	2	-3	-1	3	-3	8	-4
> O=C(OC12CCCN(C1)/C(=C/c1cccc(Cl)c1)C2)c1ccco1 (stereo not given)
    4	-1	5	1	x	-1	-2	x	0	-11
> Cc1nn(CC(=O)Nc2ccc3nc4n(c(=O)c3c2)CCCC4)c(C)c1[N+](=O)[O-]
    3	-3	0	1	-5	0	-4	8	-4	-1
> O=C(O)c1cc(NCc2ccc(F)cc2)ccc1N1CCOCC1
    1	2	0	-1	2	2	9	4	7	1
> CC(C)(C)OC(=O)N1CCCC1C(=O)NCCc1ccccc1 (stereo not given)
    -7	-4	0	0	6	4	-5	2	2	-1
> CC(C)C(NC(=O)c1ccc(Br)cc1)C(=O)NC1=NCCS1 (stereo not given)
    6	0	-2	2	9	2	8	1	2	2
> CSCCC(NC(=O)c1ccccc1)C(=O)N/N=C(\C)c1ccccc1 (stereo not given)
    -2	-1	-3	-2	13	-5	0	3	3	4
> COc1ccc(C2C3=C(CCCC3=O)Nc3n[nH]c(C)c32)cc1OC (stereo not given)
    1	-4	1	1	2	-2	4	-1	-1	1
> COc1ccc(C(=O)Nc2ccccn2)cc1
    -8	2	-2	-1	1	5	0	-2	2	-3
> CSc1cccc(NCc2ccc([N+](=O)[O-])cc2)c1
    -2	-2	7	-1	7	0	8	3	8	15
> CN1CCN(C(=O)C2=C[C@@H](c3csc4ccccc34)C[C@@H](OCCCCO)O2)CC1
    -3	4	-3	-1	3	-4	7	4	-3	2
> O=C1c2ccsc2SCCN1Cc1ccc(F)cc1
    3	1	2	-2	11	1	3	1	0	1
> Clc1cc(Cl)cc(Nc2ncn[nH]2)c1
    -5	-5	-1	-3	3	0	-5	-6	11	-1
> O=C(c1ccc(C(F)(F)F)cc1)C1CCCN(C(=O)Cn2cnnn2)C1 (stereo not given)
    2	0	-1	-1	8	5	-7	3	2	3
> O=C(NCC(O)c1nc2ccccc2[nH]1)c1cc2ccccc2[nH]1 (stereo not given)
    0	-5	3	1	0	-3	14	x	7	6
> Cc1cc(=O)c2ccccc2n1CC(=O)NCc1ccccc1
    -6	0	-4	-4	9	0	7	-4	0	3
> CC1=Nc2ccccc2/C1=C/c1c(N)n2c(S(=O)(=O)C(C)C)nsc2nc1=O
    -5	-3	73*	2	5	1	-17	-15	-16	-3
> COc1ccc(NC(=O)COC(=O)C2CCC(C(C)(C)C)CC2)c([N+](=O)[O-])c1 (stereo not given)
    2	1	-4	-2	5	9	10	3	9	2
> CCOC(=O)N1CCC(NC(=O)C2CCC(CNS(=O)(=O)c3ccc(OC)cc3)CC2)CC1 (stereo not given)
    -4	-2	2	-1	4	0	-1	4	-1	2
> O=C(CSc1nnnn1-c1ccc(O)cc1)c1ccc(F)cc1
    4	-1	-1	3	-1	-1	0	x	-8	-5
> CCCCNC(=O)c1c(CSc2ccccc2)noc1C(=O)NCc1ccccc1
    2	-1	-4	-1	1	0	-2	-2	-7	-10
> O=C(Nc1nccs1)[C@@H]1CCCN1S(=O)(=O)c1ccccc1F
    -1	3	-4	3	-5	5	-4	6	0	9
> C[C@@H](CCCCC1(C)OCCO1)CCC(=O)N(c1ccccc1)c1ccccc1
    -1	-1	-1	4	x	-7	-1	x	2	-4
> COc1ccccc1N1C(=O)CC(Sc2nc(C)cc(C)n2)C1=O (stereo not given)
    0	1	-1	5	4	2	2	-1	-2	3
> CCC(OC(=O)CC1Sc2ccccc2NC1=O)C(=O)NCC1CCCO1 (stereo not given)
    0	0	0	10	1	4	-3	1	4	4
> Cc1c(CCC(=O)O)c(=O)oc2c(C)c(OCc3cc4c(cc3Cl)OCO4)ccc12
    -1	1	12	-2	-2	1	5	9	-18	-11
> CC(=O)Nc1ccc(NC(=O)c2ccccc2F)cc1
    0	0	1	-2	-2	-3	-1	6	4	-2
> CC(=O)c1c(C)[nH]c(C(=O)CSc2nc3ccccc3c(=O)n2CCCO)c1C
    0	6	2	-2	5	-6	6	6	-1	-3
> Nc1nonc1/C(=N/O)N1CCN(CCO)CC1
    2	0	0	0	-5	6	2	6	-2	6
> COc1ccc(-c2nn(-c3ccccc3)cc2C2CC(c3cccs3)=NN2C(=O)CCCC(=O)O)cc1 (stereo not given)
    7	-2	15	-2	-8	-2	1	-3	-3	7

Later entries.
Below each compound – MBD2 inh	LEDGF integ inh	rCAG RNA binder	PRMT1 inh	TCR-CD3 inh	GC-B act	TDP2 inh	HTRA1 inhibitor	SIAE inh	mABHD4 FP
> O=C(COC(=O)c1c(Cl)cccc1Cl)Nc1cccc(S(=O)(=O)NC2=NCCCCC2)c1
    -5	8	1	-2	-2	0	-22	-10	-9	-10
> COc1cc(C(=O)Oc2cc(N)n(S(=O)(=O)c3ccccc3)n2)cc(OC)c1OC
    -2	-11	3	3	-6	-5	-19	0	-7	5
> CC(C)c1ccc(C(=O)NNC(=O)c2n[nH]c(=O)c3ccccc23)cc1
    -2	-3	5	1	1	1	-7	5	0	-2
> COc1ccc(C(=O)COC(=O)c2ccc3ccccc3n2)cc1
    0	-2	3	0	1	-1	-2	-1	-13	1
> COC(=O)c1ccccc1NC(=O)Cn1cnc2cc(C)c(C)cc21
    -5	1	-6	-3	10	-6	2	-1	-4	-12

Shown as a hit in PRMT1 inh (from the list above):
| mol | MBD2 inh | LEDGF integ inh | PRMT1 inh | TCR-CD3 inh | GC-B act | TDP2 inh | HTRA1 inhibitor | SIAE inh |
| --- | --- | --- | --- | --- | --- | --- | --- | --- |
| O=C(CSS(=O)(=O)O)N1CCN(C(=O)c2ccoc2)CC1 | -5 | 0 | 45* | 3 | 1 | 2 | 5 | -1 |

Not all compounds are listed, so the mix of outcomes need not match the whole.
